PTAP TSG101 blk = blocks PTAP/TSG101 interaction to inhibit HIV-1 budding; Q99816; Fluorescence polarization, FITC-PTAP peptide / Tsg101 binding; Potency, µM (doses to about 115 µM), without a hit: at the highest dose activity change, negative = inhibition, most hits filed as inhibitors; 340,000 tested, under 10 active; active means well fitted inhibition curve with a large enough effect in the main read-out, with a control signal flat, not every such curve was filed as active; inconclusive means small, poorly fitted or top-dose-only effect, or effect the other way, or a change in a side signal; inactive means no such curve, though single readings can be large or run the other way; further: potency means the concentration at half of the fitted maximal effect; % of control where 0% means no effect
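Fluorescence anisotropy tracks displacement of a FITC-tagged PTAP peptide (50 nM) from the Tsg101 binding domain (10 uM), following a 20 min room-temperature incubation at pH 7.5.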
TRPV1 agonist = human TRPV1 agonism; 320,000 tested, 0.19% active; activation, % at 8.33 µM; AID 540275; Q8NER1; TRPV1-expressing cells, Fluo-8 calcium influx, agonist mode; in the data active means activation above about 80%; inconclusive means between about 30% and that limit; further: 0% is about no effect
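Fluo-8 calcium influx in TRPV1-expressing cells, kinetic read (ex 480/em 520 nm). Compound added and read 3 min for agonist activity, followed by capsaicin at EC20 final and 2 min further read for enhancement.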
a7 integrin act = activators of alpha7 integrin expression for muscular dystrophy. alpha7betagal myoblasts, beta-gal FDG fluorescence, 48 h. 350,000 tested, 0.064% active. Potency, µM (doses to about 38.3 µM), inactives show at the highest dose activation, actives largely listed as activators;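 further: potency means the concentration at half of the fitted maximal effect; 100% = response of the positive control SU9516; nearly all actives have a fitted effect of over 60% in size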
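Alpha7betagal+/- myoblasts (passage 13) were plated 16-24 hr, then exposed to compounds (1:260 dilution of DMSO stock) for 48 hours at 37C. After MPER lysis, β-galactosidase reporter activity was read as FDG fluorescence (ex 480/em 540) after 30 minutes.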
ASM inhibitor = inhibitors of human secretory acid sphingomyelinase; P17405; placental ASM, HMU-PC fluorogenic substrate, 60 min; Potency, µM (highest dose often 57.5 µM), for inactives: at the top dose activity change, negative = inhibition, most hits filed as inhibitors; 340,000 tested, 0.006% active; AID 504937; further: potency means the concentration at half of the fitted maximal effect
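HMU-PC0 cleavage (9 uM final) by human placental ASM, 60 min at 37 °C following 10 min compound exposure at RT; stopped at pH 10, fluorescence Ex 386/Em 447 nm.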
Eya2 phos inh = blocks the phosphatase activity of human Eya2; O00167; recombinant Eya2, OMFP fluorescence dephosphorylation (OMFP is methylfluorescein phosphate); Potency, µM (series often up to 76.9 µM), for the others: at the top dose activity, negative = inhibition, hits mostly inhibitors; 330,000 tested, 0.006% active; AID 488837; further: potency means the concentration at half of the fitted maximal effect; on the % scale 0 is the no-effect control and ±100 the full control effect
Target sequence (O00167 whole entry, looked up): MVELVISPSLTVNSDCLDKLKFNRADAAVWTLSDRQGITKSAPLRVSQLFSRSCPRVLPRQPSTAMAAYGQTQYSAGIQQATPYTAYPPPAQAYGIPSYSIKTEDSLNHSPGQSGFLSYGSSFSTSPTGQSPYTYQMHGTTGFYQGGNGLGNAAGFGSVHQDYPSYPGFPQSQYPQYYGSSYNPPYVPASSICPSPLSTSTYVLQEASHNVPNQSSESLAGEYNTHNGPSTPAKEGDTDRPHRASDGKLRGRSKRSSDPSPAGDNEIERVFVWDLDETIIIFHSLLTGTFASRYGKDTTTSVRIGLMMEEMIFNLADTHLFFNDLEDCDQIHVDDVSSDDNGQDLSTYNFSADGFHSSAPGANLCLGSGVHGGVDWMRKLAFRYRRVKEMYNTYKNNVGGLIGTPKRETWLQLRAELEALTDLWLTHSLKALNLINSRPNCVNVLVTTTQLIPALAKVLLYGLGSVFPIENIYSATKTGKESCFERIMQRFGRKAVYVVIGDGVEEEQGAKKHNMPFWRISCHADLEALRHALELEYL
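Eya2 (0.2 uM) preincubated 10 min at ambient with compound, then OMFP substrate added at 50 uM; 10 min reaction in 50 mM HEPES pH 7.5, 50 mM NaCl, 5 uM MgCl2, 0.05% BSA, 1 mM DTT. Fluorescence read at Ex 485/Em 525 nm.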
ELG1 genotoxic = genotoxicity induction in ELG1-luciferase HEK293T cells | 330,000 tested, 1.3% active | Potency, µM (series often up to 46 µM), without a hit: at the highest dose activity change, positive = activation, most hits filed as activators | AID 504466 | HEK293T ELG1-luciferase reporter, luminescence, 16 h; further: potency means the concentration at half of the fitted maximal effect; % of control where 0% means no effect; nearly all actives have a fitted effect of over 60% in size
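Cells (2,000/well) expressing the ELG1-luciferase fusion are dosed by pin tool and kept 16 hr at 37 °C, 5% CO2. Signal comes from ONE-Glo luciferase reagent after 30 min at room temperature.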
p53 reactivation = restores transcriptional activity of mutant p53. H1299 p53-A138V BP100-luciferase reporter, luminescence, 24 h. Potency, µM (highest dose often 92.2 µM), for the others: at the top dose activity change, positive = activation, actives largely listed as activators. 320,000 tested, 0.063% active; further: potency means the concentration at half of the fitted maximal effect; % of control where 0% means no effect; nearly all actives have a fitted effect of over 45% in size
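p53-null H1299 cells stably carrying temperature-sensitive p53-A138V and a BP100-luciferase reporter were pinned with compounds (4-point, 1:5 series) and held 24 hrs at 37 deg C. Luminescence was read 10 min after detection reagent.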
USP2a inh = blocks human ubiquitin-specific protease USP2a; USP2 core, Ub-CHOP2 coupled fluorogenic reporter, 485/531; O75604; 330,000 tested, 0.01% active; AID 463254; Potency, µM (titrated, usually from 38.3 µM), inactives show at the highest dose activity change, negative = inhibition, most hits filed as inhibitors;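 further: potency means the concentration at half of the fitted maximal effect; plate controls were DMSO wells for no effect and full inhibition by NEM control for full effect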
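USP2 core (10nM final) preincubated 30min RT with compound in 20mM Tris-HCl pH 8.0, 2mM CaCl2, 2mM beta-mercaptoethanol, 0.05% CHAPS; 25nM Ub-CHOP2 plus 25nM reporter substrate added, fluorescence (Ex485/Em531) read after 60min.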
B2AR arrestin = agonists driving beta-arrestin recruitment to human beta2-adrenergic receptor; P07550; beta-arrestin recruitment to beta2AR, cell-based reporter; Potency, µM (top dose mostly 46.1 µM), inactives show top-dose activation, usual class: activators; 330,000 tested, 0.02% active; AID 492947;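 further: potency means the concentration at half of the fitted maximal effect; 0% = DMSO controls and full agonism = EC100 isoproterenol or metaproterenol; nearly all actives have a fitted effect of over 65% in size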
Target sequence (P07550 whole entry, looked up): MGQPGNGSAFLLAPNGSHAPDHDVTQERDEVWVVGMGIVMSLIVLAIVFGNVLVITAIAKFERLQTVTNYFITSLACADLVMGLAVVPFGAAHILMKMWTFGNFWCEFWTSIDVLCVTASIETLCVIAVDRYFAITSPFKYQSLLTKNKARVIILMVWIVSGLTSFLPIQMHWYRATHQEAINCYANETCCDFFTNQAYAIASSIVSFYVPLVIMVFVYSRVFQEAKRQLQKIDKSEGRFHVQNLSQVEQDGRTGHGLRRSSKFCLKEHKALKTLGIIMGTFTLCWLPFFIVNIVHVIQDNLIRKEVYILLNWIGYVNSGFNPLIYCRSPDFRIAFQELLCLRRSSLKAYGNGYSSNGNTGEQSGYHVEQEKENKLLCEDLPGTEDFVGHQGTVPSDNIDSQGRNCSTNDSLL
uPA generation = cell surface uPA generation inhibition; cell surface uPA generation assay, qHTS; Potency, µM (doses to about 38.3 µM), for inactives: at the top dose activity change, negative = inhibition, usual class: inhibitors; 330,000 tested, 0.31% active; AID 540303; active means well fitted inhibition curve with a large enough effect; inconclusive means small, poorly fitted or top-dose-only effect; inactive means no such curve, though single readings can be large or run the other way; tested in mouse RAW 264.7 cells; further: potency means the concentration at half of the fitted maximal effect; on the % scale 0 is the no-effect control and ±100 the full control effect; nearly all actives have a fitted effect of over 55% in size
BRCA1 expr up = increases BRCA1 expression | Potency, µM (top dose mostly 46.1 µM), without a hit: at the top dose activation, hits mostly activators | MCF7-BRCA1-FFLuc reporter, luminescence, 48 h; response scale: scaled: vehicle 0%, 10 µM genistein 100% | AID 624202 | 380,000 tested, 1.1% active; further: potency means the concentration at half of the fitted maximal effect; nearly all actives have a fitted effect of over 80% in size; some results filed as inactive show a strong effect at the top dose
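Using MCF7 cells harboring a BRCA1 firefly luciferase reporter, plated 2 h before compound pinning, the screen measured luminescence after 48 h incubation. Responses were normalized to DMSO and 10 microM genistein, then fitted for concentration-effect.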
An asterisk follows results filed as active; ? = inconclusive; . = not tested or not shown; & = joins results of further samples; [ ] = another dose, or the depositor's remark. Unless noted, the call rests on the fitted dose curve; in most records, active means well fitted curve in the direction sought with a large enough effect; inconclusive means small, poorly fitted or top-dose-only effect, or another doubt; inactive means no such curve, though single readings can be large; an effect the other way counts as inactive or inconclusive.

SMILES | PTAP TSG101 blk | TRPV1 agonist | a7 integrin act | ASM inhibitor | Eya2 phos inh | ELG1 genotoxic | p53 reactivation | USP2a inh | B2AR arrestin | uPA generation | BRCA1 expr up
Clc1ccc(CCNCc2ccncc2)c(Cl)c1 | -10% | 17 | -56%[inhibitor] | 5% | -20% | -6% | 11% | -2% | -0.1% | 3% | 3%
CC(C)Oc1ccc(C2C(C#N)=C(N)Oc3c2c(=O)oc2ccccc32)cc1 (stereo unspecified) | -4% | -1 | 8% | ? | -23% | 4% | -1% | 0% | 0.2% | 0% | -5%
CCN(C(=O)Oc1ccccc1)c1ccc(C(O)(C(=O)OC)C(F)(F)F)cc1 (stereo unspecified) | -3% | -1 | -6% | 6% | -2% | 3% | -4% | 5% | -1.0% | -2% | -5%
Cc1cccc(N2C(=O)NC(=O)/C(=C/c3ccc(-c4ccc(C(=O)O)c(Cl)c4)o3)C2=O)c1 | . | 2 | . | . | 0% | 10% | 1% | 4% | 0.1% | . | .
O=[N+]([O-])c1ccc(NC2CCN(Cc3ccccc3)CC2)c2ccncc12 | -5% | 0 | -9% | -15% | 8% | -10% | 3% | 0% | -0.2% | -2% | 0%
CN1CC2([N+](=O)[O-])CC=C(Cl)C([N+](=O)[O-])(C1)C2 (stereo unspecified) | -4% | 1 | 17% | -3% | -1% | 1% | -1% | -1% | 0.1% | 2% | -2%
COCC1CCCN(C(=O)c2cc(COc3ccc4ncccc4c3)on2)C1 (stereo unspecified) | -1% | 8 | -19% | -1% | 8% | -5% | -1% | 0% | -0.1% | ? | -24%
O=C1NC2C(O)C(O)C(O)C(O)C2c2cc3c(c(O)c21)OCO3 (stereo unspecified) | -3% | . | -51%[inhibitor] | 8% | . | . | . | . | . | -11% | .
C=CCn1c(O)c(C(CC)=Nc2cc(OC)ccc2OC)c(=O)[nH]c1=O | 1% | 2 | -2%[7.66 µM] | -4% | -6% | 23µM* | -2% | -1% | -0.2% | 4% | -38%
CN1C(=O)NC(=O)/C(=C/c2ccc(C(=O)O)cc2)C1=O | -3% | -6 | -13% | -2% | 3% | 0% | -3% | 3% | -0.6% | 0% | 6%
COc1ccc2c(c1)/C(=C/c1cnc[nH]1)C(=O)N2 | 0% | 0 | . | -13% | 4%&6% | ? | . | -2% | -0.8% | ? | -49%&-35%&-47%
CCOc1cc2c(cc1OCC)-n1cccc1C(c1cccc(OCC)c1O)NC2 (stereo unspecified) | -4% | 2 | -36% | -2% | -17% | -10% | 1% | -2% | -0.7% | -2% | -26%
FC(F)(F)Oc1ccc(NC2=NCCCS2)cc1 | -7% | ? | 2% | 0% | -13% | 1% | 8% | 0% | -0.2% | 56%[activator] | 51%
Cc1ccc(-c2[nH]nc3c2C(c2ccccc2OC(=O)N2CCOCC2)C(C#N)=C(N)O3)cc1 (stereo unspecified) | . | 2 | -29% | -2% | 6% | 0% | 14% | ? | 0.3% | -15% | 0%
Oc1ccc2c3c1O[C@H]1[C@@H](O)CC[C@@]4(O)[C@@H](C2)N(CC2CCC2)CC[C@]314 | -2%&-3% | 0&1 | . | -2%&4% | 14%&2% | 1%&1% | -2%&3% | 2%&0% | 0.0%&0.5% | 16%&-9% | .
CC(=O)NC1CC2CCC(C1)N2 (stereo unspecified) | 1% | -2 | 14% | 3% | -4% | 1% | 3% | 1% | 0.1% | 3% | 1%
O=S(=O)(c1ccc(Cl)cc1)c1ccc(Cl)cc1 | 2% | -4 | . | 0% | 17% | 0% | -8% | 0% | -0.6% | -12% | 0%
COC(=O)C1=C(c2cccc(OCc3ccccc3)c2)C[C@@H]2CC[C@H]1N2C(=O)NCc1ccc(N(C)C)cc1 | -1% | 8 | -12% | -10% | -17% | -7% | -2% | -1% | -1.0% | ? | -48%
COC(=O)C1=C(c2ccc(F)cc2OCc2ccccc2)C[C@@H]2CC[C@H]1N2C(=O)N1CCOCC1 | -3% | ? | -3% | -2% | -2% | -6% | -14% | 2% | 0.4% | 0% | -5%
O=c1[nH]c(=S)[nH]c(O)c1N=Nc1ccc2c(c1)OCO2 | 0% | -1 | ? | -6% | 12% | ? | 25% | 0% | 0.0% | 2% | 37%
CCS(=O)(=O)CCSP(=O)(OC)OC | 3% | . | -28% | 3% | . | . | . | . | . | 7% | -8%
Oc1c(Br)c(Br)c(Br)c(Br)c1Br | -13% | 0 | . | -10% | -16% | -2% | -6% | 2% | 0.1% | 12% | -10%
CC(C)CNP(=S)(c1ccccc1)C(C)(C)C (stereo unspecified) | 3% | 2 | ? | -5% | 2% | -1% | 3% | 1% | -0.2% | 5% | 5%
CCCCCCC(=O)N/N=C/c1c(O)n(CCCC)c(=S)[nH]c1=O | -3% | 11 | -31% | -2% | -1% | 6% | 2% | 1% | -1.3% | -1% | -72%
CCOc1ccc(-n2c(O)c(N=Nc3ccc([N+](=O)[O-])cc3)c(=O)[nH]c2=O)cc1 | -2% | -2 | -10% | -13% | -12% | 2% | -8% | -13% | -0.2% | -11% | -68%
COc1cc2c(c(OC)c1OC)-c1ccc(O)c(=O)cc1C(NC(C)=O)CC2 (stereo unspecified) | 1% | 0 | -14% | 40%[activator] | -2% | ? | ? | 1% | -0.1% | -4% | -65%
Cn1ccc(NC(=O)CCl)n1 | -2% | 14 | -65%[inhibitor] | 2% | -15% | -17% | -11% | 3% | -0.5% | -7% | 77%
C=CCC[C@H](Cc1ccc(F)cc1)C(=O)OC[C@H](Cc1c[nH]c2ccccc12)NC(=O)[C@@H](CC=C)CC(=O)NCCO | 1% | . | -23% | -6% | -1% | -10% | -4% | 1% | -0.8% | ? | -26%
CN1C(=O)N(C)C(=O)C2(Cc3cc([N+](=O)[O-])ccc3N(C)C2c2ccccc2)C1=O (stereo unspecified) | -2% | 2 | 9% | -7% | 10% | -4% | 19% | 3% | -0.2% | 5% | -26%
Cc1c(C(c2ccccc2Cl)c2c(O)c3ccccc3oc2=O)c(=O)n(-c2ccccc2)n1C (stereo unspecified) | -3% | 3 | 10% | -5% | 11% | 1% | -10% | 1% | -0.4% | 11% | -26%
COC(=O)C1=C(c2ccc(C(C)=O)cc2)C[C@@H]2CC[C@H]1N2C(=O)NCc1ccc(F)cc1 | 0% | 2 | 0% | -1% | -11% | 4% | -5% | 4% | 0.5% | 8% | 1%
COc1ccc([N+](=O)[O-])cc1N=Cc1c(O)n(CCc2ccccc2)c(=O)n(C(C)C)c1=O | 1% | 4 | -4% | -3% | -15% | -6% | 4% | 1% | 0.0% | 4% | .
CC(c1nccs1)N(C)C(=O)c1cn(Cc2cccc3ccccc23)nn1 (stereo unspecified) | -6% | 29 | 7% | -1% | -1% | 14% | ? | 3% | -0.2% | 6% | ?
NP(=O)(OCCCCc1ccccc1)Oc1ccccc1Cl (stereo unspecified) | 2% | 4 | 14% | 0% | -9% | -2% | . | -4% | -0.3% | 7% | -5%
Clc1ccc2c(c1)C(c1ccccc1Cl)=NCc1nnc(N3CCN(CCOc4ccccc4)CC3)n1-2 | -2% | 1 | -31% | -8% | -2% | -3% | -14% | -2% | ? | -16% | -45%
CN(CCOc1ccc(C=C2C(=O)NC(=O)NC2=O)cc1)c1ccccn1 | -4% | 2 | -3% | 7% | 4% | 15% | 5% | 4% | 0.0% | -7% | .
N#CC(c1ccccc1)N1CCOCC1 (stereo unspecified) | -3% | 0 | 0% | 8% | 2% | -3% | 3% | 2% | 0.3% | 2% | -1%
O=C1CN(C(=O)CN2CCCCC2)C(c2ccccc2)c2cc(Br)ccc2N1 (stereo unspecified) | -5% | -16 | -8% | -1% | 1% | 3% | -2% | 2% | -0.4% | 5% | 1%
CN1C(=O)/C(=C\N2CCc3ccccc32)C(=O)NC1=S | 13% | 3 | 10% | -1% | 11% | -2% | 0% | 2% | 0.2% | 0% | -29%
CC1CN=C(NCc2ccc(F)cc2)S1 (stereo unspecified) | -5% | 1 | 16% | 1% | 2% | 5% | -5% | 2% | -0.1% | 10% | 33%
CCOc1ccc(NC(=O)C2C3c4ccccc4C(c4ccccc43)C2C(=O)O)cc1 (stereo unspecified) | 0% | -1 | -11% | -2% | -4% | -2% | -1% | 0% | -1.1% | -2% | 4%

Screens (PubChem)

A portion of the library (hit frequency here may not be typical).
